HepG2 tox = qHTS for Inhibitors of TGF-b: Cytotox Counterscreen | Potency, µM (top dose mostly 46.1 µM), without a hit: top-dose activity change, negative = cytotoxicity, usual class: cytotoxic | HepG2 CAGA-GFP viability, ATP luminescence, 18 h | actives 0.76% (n = 410,000); note: potency is the fitted concentration of half-maximal effect; some results filed as inactive show a strong effect at the top dose
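HepG2 CAGA-GFP cells (1000/well, DMEM with 1% FBS) received compound, then TGF-beta at 500 pg/mL final, and were incubated 18 hours at 37 degrees C. Viability was read by CellTiter-Glo luminescence. Media-only wells were set as complete cell-killing and DMSO as no toxicity.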
ATXN viability = Viability Counterscreen for Primary qHTS for Inhibitors of ATXN expression | S2 cells (HEK-293 line with an ATXN2-luciferase reporter) viability, CellTiter-Fluor protease fluorescence, 24 h | Potency, µM (highest dose often 56.7 µM), actives largely listed as cytotoxic | actives 0.49% (n = 400,000) | AID 651635, 2014; note: potency is the fitted concentration of half-maximal effect; nearly all actives have a fitted effect of over 40% in size
Nrf2 block = Nrf2 qHTS screen for inhibitors. A549 ARE-Fluc reporter, luciferase luminescence, 18-24 h. Potency, µM (top dose mostly 46 µM), without a hit: at the highest dose activity change, negative = inhibition, actives largely listed as inhibitors. actives 2.1% (n = 360,000). AID 504444, 2011; note: potency is the fitted concentration of half-maximal effect; % is set by controls: 0 for no effect and ±100 for the full control effect; nearly all actives have a fitted effect of over 60% in size
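Reporter: ARE-Fluc in A549. Exposure: 18-24 h, 37 °C, 5% CO2, 5% FBS OPTI-MEM. Readouts: fluorescent cytotoxicity (CellTiter-Fluor), then luminescent Nrf2 signal after BugLite.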
ATXN2 expr inh = Primary qHTS for Inhibitors of ATXN expression. AID 1745845, 2022. HEK-293 ATXN2-luciferase reporter, luminescence, 24 h. actives 0.72% (n = 360,000). Potency, µM (doses to about 57 µM), for inactives: at the top dose activity change, negative = inhibition, most hits filed as inhibitors; note: potency is the fitted concentration of half-maximal effect; % is set by controls: 0 for no effect and ±100 for the full control effect; nearly all actives have a fitted effect of over 55% in size
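qHTS (up to 57 uM final) was run with 24 h compound exposure of reporter cells at 37 °C. Each well was multiplexed: SteadyGlo luminescence measured ATXN2-luciferase expression after a fluorogenic Gly-Phe-AFC viability readout (25 uM final).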
A549 viability = Nrf2 qHTS screen for inhibitors: counterscreen for cytotoxicity. A549 ARE-Fluc cells, CellTiter-Fluor viability, 18-24 h. Potency, µM (top dose mostly 46 µM), for the others: at the top dose activity change, negative = cytotoxicity, usual class: inhibitors. actives 0.16% (n = 390,000); note: potency is the fitted concentration of half-maximal effect; % is set by controls: 0 for no effect and ±100 for the full control effect
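A549 ARE_Fluc cells in 5% FBS OPTI-MEM were exposed to compounds in concentration-response for 18-24 h at 37 deg C. Viability was read by CellTiter-Fluor fluorescence (Ex 405/Em 525) after 30 min, before the luciferase read.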
Nrf2 activator = qHTS of Nrf2 Activators | Potency, µM (highest dose often 46.1 µM), without a hit: at the highest dose activation, most hits filed as activators | AID 624171, 2012 | actives 0.31% (n = 410,000) | AREc32 ARE-luciferase reporter (MCF7-derived line), luminescence, 24 h; note: potency is the fitted concentration of half-maximal effect; % of control where 0% means no effect; nearly all actives have a fitted effect of over 65% in size
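Reporter line AREc32 (ARE-Fluc), seeded overnight in OPTI-MEM with 5% FBS; compound pin-transferred, 24 hr at 37 deg C, 5% CO2; luminescent read-out.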
IL-2 act = qHTS of IL-2 Activators | activation, % (series mostly up to about 46 µM) | AID 652025, 2013 | IL-2 activation reporter assay, cell-based qHTS; stimulated with anti-CD3/CD4/CD28 beads; in transgenic mouse T cells | actives 0.065% (n = 360,000); in the data active = activation above about 50%; inconclusive = mostly about 30% to 49%; note: 0% is about no effect
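Quantitative HTS in unstimulated transgenic mouse T cells, with memory T cells as non-tolerant control and PMA/ionomycin as tolerance-bypass control. Compound pretreatment lasted 60 minutes before 18 h bead stimulation; EGFP/DsRed fluorescence read.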
EPAC2 agonist = qHTS for Agonist of cAMP-regulated guanine nucleotide exchange factor 4 (EPAC2): primary screen; Rap guanine nucleotide exchange factor 4 (Homo sapiens), Q8WZA2; actives 0.079% (n = 360,000); EPAC2 activation, biochemical qHTS; response scale: 100% = 6.5 mM cAMP response; Potency, µM (doses to about 154 µM), for the others: at the highest dose activation, actives largely listed as activators; note: potency is the fitted concentration of half-maximal effect; nearly all actives have a fitted effect of over 50% in size
Target sequence (Q8WZA2 whole entry, looked up): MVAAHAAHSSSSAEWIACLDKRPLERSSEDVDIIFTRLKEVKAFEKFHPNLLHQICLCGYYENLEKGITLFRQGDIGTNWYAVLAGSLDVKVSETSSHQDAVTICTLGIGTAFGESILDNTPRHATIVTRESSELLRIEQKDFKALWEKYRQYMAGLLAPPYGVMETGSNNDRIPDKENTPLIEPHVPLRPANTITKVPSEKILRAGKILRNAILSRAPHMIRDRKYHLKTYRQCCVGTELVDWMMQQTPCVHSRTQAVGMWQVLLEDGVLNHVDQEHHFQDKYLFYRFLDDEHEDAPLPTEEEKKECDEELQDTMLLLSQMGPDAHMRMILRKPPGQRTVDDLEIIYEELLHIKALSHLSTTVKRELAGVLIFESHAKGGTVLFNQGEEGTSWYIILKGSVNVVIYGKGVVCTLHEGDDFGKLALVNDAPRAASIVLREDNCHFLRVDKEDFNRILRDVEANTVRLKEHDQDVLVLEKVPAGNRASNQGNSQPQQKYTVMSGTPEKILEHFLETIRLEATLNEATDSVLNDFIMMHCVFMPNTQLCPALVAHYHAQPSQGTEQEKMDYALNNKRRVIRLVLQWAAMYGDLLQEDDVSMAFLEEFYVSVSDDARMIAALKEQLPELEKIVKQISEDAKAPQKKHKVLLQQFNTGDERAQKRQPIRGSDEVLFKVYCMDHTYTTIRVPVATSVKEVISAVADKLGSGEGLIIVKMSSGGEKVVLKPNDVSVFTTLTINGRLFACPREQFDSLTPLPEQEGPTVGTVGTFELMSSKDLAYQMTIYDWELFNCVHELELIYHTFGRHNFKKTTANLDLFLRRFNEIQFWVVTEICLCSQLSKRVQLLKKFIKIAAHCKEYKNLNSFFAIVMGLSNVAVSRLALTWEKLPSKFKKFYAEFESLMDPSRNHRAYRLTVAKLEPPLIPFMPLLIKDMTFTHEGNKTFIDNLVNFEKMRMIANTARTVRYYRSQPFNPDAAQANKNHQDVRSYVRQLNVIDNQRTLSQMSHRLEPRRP
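Compounds were added across a concentration range to EPAC2 (100 nM), RAP1B-BODIPY-GDP (250 nM) and GDP (50 uM). After 5 min at room temperature, fluorescence was recorded at 5-min intervals for 30 min.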
TGFb inhibitor = qHTS for Inhibitors of TGF-b. HepG2 CAGA-GFP TGF-b/SMAD3 reporter, GFP fluorescence, 18 h; TGF-beta stimulated, 500 pg/mL final. Potency, µM (series often up to 46.1 µM), for inactives: at the highest dose activity, negative = inhibition, most hits filed as inhibitors. actives 1.2% (n = 410,000); note: potency is the fitted concentration of half-maximal effect; % is set by controls: 0 for no effect and ±100 for the full control effect; nearly all actives have a fitted effect of over 65% in size
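Per well, imaged GFP fluorescence of HEPG2 CAGA-GFP cells gives the signal; cells get compound, then TGF-beta (500 pg/mL final), 18 h at 37 degrees C; %Activity versus -TGF-beta and +DMSO controls.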
Starred values were filed as active, the others as inactive; i = inactive; ? = inconclusive; nt = not tested or not shown; & = joins results of further samples; [ ] = dose if it differs, or a comment. Unless noted, calls come from the whole dose curve; as a rule, active = well fitted curve in the direction sought with a large enough effect; inconclusive = small, poorly fitted or top-dose-only effect, or another doubt; inactive = no such curve, though single readings can be large; an effect the other way counts as inactive or inconclusive. Some of the compounds tested; the hit share may differ from the screen's.

SMILES | HepG2 tox | ATXN viability | Nrf2 block | ATXN2 expr inh | A549 viability | Nrf2 activator | IL-2 act | EPAC2 agonist | TGFb inhibitor
COc1ccc(OCC(=O)N2CCCC(N3CCN(c4ccccc4C)CC3)C2)cc1 (stereo not given) | -26.2% | ? | ? | -26.3% | ? | 0.3% | -4.4 | -1.0% | 0.0%
O=C(O)[C@@H]1C[C@H]2C[C@@H](CP(=O)(O)O)CC[C@H]2CN1 | -14.9% | nt | 15.3% | nt | 7.5% | nt | nt | nt | -14.5%
COC(=O)C1=C(c2ccc(OCc3ccccc3)cc2)C[C@@H]2CC[C@H]1N2C(=O)NC1CCN(Cc2ccccc2)CC1 | -75.8% | 11.2µM* | 20.6µM* | 12.6µM* | 20.6µM* | -1.7% | -0.8 | 9.1% | ?
COc1ccc(C(=O)Nc2cccc(S(=O)(=O)NCc3ccco3)c2)cc1 | -3.1% | i | ? | -9.2% | -6.3% | 1.7% | -5.7 | 3.5% | -9.0%
CCCCCCCC(=O)NC(Oc1ccccc1[N+](=O)[O-])C(Cl)(Cl)Cl (stereo not given) | -21.1% | i | -8.9% | 17.9% | 0.3% | -0.1% | 0.7 | 1.1% | -23.4%
CN(C(=O)c1ccco1)C1(c2ccccc2Cl)CCCCC1=O (stereo not given) | 0.9% | i | -12.7% | -5.1% | -5.6% | -0.7% | -0.5 | -7.5% | 0.3%
O=c1c2ccccc2nc(-c2cccs2)n1-c1ccccc1 | -3.2% | i | 16.3% | -3.5% | -6.7% | 2.3% | -0.3 | 23.9% | -11.8%
Cn1cc([N+](=O)[O-])c(C(=O)Nc2ccc3c(C(F)(F)F)cc(=O)oc3c2)n1 | -22.5% | i | -17.4% | -3.7% | -2.5% | ? | -1.8 | 10.4% | ?
O=C1NC(=O)N(c2ccccc2)C(=O)/C1=C/c1ccc(Sc2ccccc2)o1 | -3.5% | ? | nt | 25.1µM* | -6.3% | -0.8% | 96.5* | 1.9% | 23.0%
CCN(C[C@H]1N[C@@](C)(C(=O)OC)[C@H]2C(=O)N(Cc3ccccc3)C(=O)[C@@H]12)S(=O)(=O)c1ccc(C(C)(C)C)cc1 | -5.5% | i | ? | -23.9% | -0.2% | 4.5% | -0.7 | -3.3% | ?
Cc1ccc(CN2C3CCCC2CC(NC(=O)Nc2cccc(F)c2)C3)cc1 (stereo not given) | -52.0% | i | 0.3% | -12.5% | -5.0% | 3.0% | 1.1 | 6.1% | 0.3%
CCOC(=O)C(C)(CC)NC(=O)CSP(=S)(OCC)OCC (stereo not given) | 0.5% | i | -14.1% | -4.5% | -6.6% | 0.3% | 0.6 | -5.1% | 0.5%
COc1ccc(NC(=O)Nc2cccc3cccnc23)cc1 | -32.7% | i | ? | 66.2%[activator] | 22.4% | 23.4% | -1.2 | 23.6% | -3.9%
COc1ccc(CCNCc2cccn2C)cc1OC | -7.1% | ? | 1.5% | nt | 3.9% | -0.2% | 0.5 | 4.0% | -2.0%
COC(=O)c1c(C)[nH]c(C(=O)C(C)[N+]23CCN(CC2)CC3)c1C (stereo not given) | 5.3% | i | 7.8% | -19.7% | 4.3% | -0.8% | -0.4 | 7.3% | 0.4%
O=C(Nc1ccccc1)NC1CC2CCC(C1)N2 (stereo not given) | -8.0% | i | 14.9% | 1.2% | -5.3% | 0.3% | -2.8 | -1.5% | -25.1%
CC1NC(=O)NC(=O)C1Br (stereo not given) | 0.5% | i | -2.3% | 1.6% | 0.2% | 0.2% | -4.4 | 2.7% | 4.7%
C=Cc1ccc(Cn2c(C)c(CNCCc3cc(OC)ccc3OC)c(C(=O)O)c2C)cc1 | -20.0% | ? | 2.9% | -9.5% | -14.4% | 0.4% | nt | nt | 0.4%
CN1CCN(Cc2ccc3ccccc3c2)CC1 | -4.9% | i | 4.2% | nt | -3.3% | 0.3% | -3.8 | 9.4% | 4.6%
CN1C(=O)C(Cc2nc3ccccc3c(=O)n2-c2ccccc2)c2ccccc21 (stereo not given) | 0.1% | i | 8.2% | 6.0% | 2.1% | 3.0% | 0.5 | 5.9% | ?
COC(=O)C1=C(c2ccc3ccccc3c2)C[C@@H]2CC[C@H]1N2C(=O)NCCO | 9.0% | i | -2.2% | -6.3% | 5.4% | 0.3% | -1.0 | 13.2% | 3.7%
COc1ccc(/C=C2\Oc3cc(OC(=O)N4CCOCC4)ccc3C2=O)c(OC)c1 | -26.3% | i | ? | -13.1% | 17.6% | -0.1% | -3.0 | -6.5% | 3.4%
CCN(CC)c1ccc(C=C2C(=O)N(C)C(=S)N(C)C2=O)o1 | -9.5% | ? | 8.1% | 9.4% | ? | 2.2% | -0.3 | -2.1% | 68.7%
CCCCn1c(N)c(C(=O)OCCOC)c2nc3ccccc3nc21 | -9.1% | nt | -0.1% | -28.1% | 10.3% | -0.1% | -1.9 | 18.4% | -23.9%
O=C(O)C1C2CCC(O2)C1C(=O)Nc1ccc(Cl)cc1 (stereo not given) | 1.8% | i | 16.5% | -10.1% | -9.0% | 0.5% | 0.2 | 3.0% | 0.3%
Cc1ccc(S(=O)(=O)NP(=O)(Oc2ccccc2)Oc2ccccc2)cc1 | 8.0% | i | 0.9% | -6.2% | -0.3% | -0.6% | -1.2 | -9.4% | -3.6%
Cc1nc2ccc(Cl)cc2c(=O)n1-c1cccc(Cl)c1 | 2.1% | i | -14.8% | -14.9% | -0.9% | 0.0% | -0.9 | 11.5% | -1.2%
C[C@H](O)[C@H]1CC[C@H]2[C@@H]3CCC4=CC(=O)CC[C@]4(C)[C@H]3CC[C@]12C | 0.7% | i | ? | 0.0% | 3.8% | 0.4% | -0.5 | -0.7% | 4.0%
CCOP(=O)(C(NC(=O)c1ccccc1Cl)=C(Cl)Cl)c1ccccc1 (stereo not given) | -28.1% | i | -17.2% | 1.6% | 2.6% | 0.6% | 0.7 | 1.3% | -13.8%
CN1CCN(c2nccc3c2ncn3C)CC1 | -6.4% | i | -15.3% | -0.8% | -2.2% | -0.7% | -1.2 | -7.6% | -3.4%
CC(=NCc1ccc2c(c1)OCO2)c1c(O)n(C)c(=O)n(C)c1=O | -23.5% | i | ? | -13.9% | 3.4% | -0.1% | -1.6 | -6.2% | -4.0%
N=C1c2ccccc2CN1NC(=O)C1CC1 | -19.9% | i | 1.0% | -9.4% | 1.9% | 0.0% | -0.9 | -9.1% | 4.7%
CC(=O)OC1N=C(c2ccccc2)c2cc(C)ccc2NC1=O (stereo not given) | 5.4% | i | nt | -2.4% | 0.1% | -0.2% | -1.3 | -3.3% | ?
C#C[C@]1(O)CCC2C3CCC4=C/C(=N/OCC(=O)NC(C)C(=O)NC(CCSC)C(=O)O)CC[C@]4(C)C3CC[C@@]21C (stereo not given in full) | -13.9% | i | -16.5% | nt | -2.5% | -0.8% | -0.4 | 1.6% | -14.7%
O=C1CN=C(c2ccccc2)c2cc(Cl)ccc2N1 | -33.6% | i | -12.2% | -17.3% | -0.9% | 0.4% | 0.3 | 12.0% | -6.6%
Nc1c(Br)cc2c3c(cccc13)-c1ccccc1-2 | 15.8µM* | i | 14.2% | 2.4% | -1.9% | 13.4% | 81.8* | 24.5% | 63.1%[activator]
O=C(CN1CCCC1=O)N1CCOCC1 | 6.2% | i | -4.4% | 0.3% | 0.1% | 0.0% | -0.3 | 8.7% | -6.9%
CCOC(=O)c1ccc(NC(=O)c2cccn(Cc3ccccc3F)c2=O)cc1 | -36.6% | i | nt | -5.8% | -2.7% | -0.3% | nt | nt | -0.2%
COC(=O)C1=C(c2ccccc2OCc2ccccc2)C[C@@H]2CC[C@H]1N2C(=O)NCc1ccccc1 | -3.2% | ? | ? | ? | 2.8% | 2.2% | -0.3 | 13.7% | ?
Cc1ccc(NC(=O)Cn2c(=O)oc3ccccc32)cc1C | 9.2%&12.0% | ? | 4.5% | -2.7%&-9.1% | -2.1%&5.9% | 0.1%&1.8% | 2.0 | 11.8% | 14.1%&7.1%
COc1cc(C2C(C#N)=C(N)Oc3cc(O)ccc32)cc(OC)c1OC (stereo not given) | -5.6% | i | 18.0% | 15.9% | -3.8% | 7.3% | -0.6 | 10.0% | 34.5%[activator]
c1ccc(C2CC2)c(OCC2=NCCN2)c1 | 0.1% | i | 2.3% | 4.4%&-2.9% | 1.2% | -0.7% | -0.1 | -5.7% | 6.6%
CON(C)C(=O)Nc1ccc(Cl)cc1 | 1.1% | i | 1.3% | 0.8% | 6.9% | -0.3% | -1.1 | 7.3% | -11.5%
O=C(COc1ccc(Br)cc1)N1CCN(Cc2c[nH]c3ccccc23)CC1 | -62.9% | i | 0.1% | -7.0% | -2.6% | ? | -5.1 | -7.3% | 11.2µM*
CC(C)OP(=O)(O)NC(=O)c1ccccc1 | 1.4% | i | 25.0% | -1.4% | 2.3% | 0.0% | -1.9 | 4.8% | 0.4%
Cn1cc(C(=O)NC2CC2)c2ccccc21 | 11.4% | i | 0.5% | 0.0% | 1.3% | 0.5% | 2.3 | 3.6% | 19.7%
Cc1ccc(CC(=O)N2CCN(C)CC2)cc1 | -23.5% | i | 19.3% | 8.0% | 9.8% | 0.5% | 1.9 | 6.4% | -19.0%

Screening data (PubChem BioAssay)
